Compound activity: PubChem, several laboratories
CendR NRP1 mod: alters CendR peptide binding to human NRP-1; inhibition, % at 25 µM; FAM-RPARPAR peptide binding to NRP-1, fluorescence polarization; 360,000 tested, 0.85% active;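 active = inhibition or corrected inhibition above about 18%, plus a signal ratio from 0.5 to 1.5, limit read from the data, passing the limit was not always enough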; note: strong numbers were not always called active
Target sequence (O14786 whole entry, looked up): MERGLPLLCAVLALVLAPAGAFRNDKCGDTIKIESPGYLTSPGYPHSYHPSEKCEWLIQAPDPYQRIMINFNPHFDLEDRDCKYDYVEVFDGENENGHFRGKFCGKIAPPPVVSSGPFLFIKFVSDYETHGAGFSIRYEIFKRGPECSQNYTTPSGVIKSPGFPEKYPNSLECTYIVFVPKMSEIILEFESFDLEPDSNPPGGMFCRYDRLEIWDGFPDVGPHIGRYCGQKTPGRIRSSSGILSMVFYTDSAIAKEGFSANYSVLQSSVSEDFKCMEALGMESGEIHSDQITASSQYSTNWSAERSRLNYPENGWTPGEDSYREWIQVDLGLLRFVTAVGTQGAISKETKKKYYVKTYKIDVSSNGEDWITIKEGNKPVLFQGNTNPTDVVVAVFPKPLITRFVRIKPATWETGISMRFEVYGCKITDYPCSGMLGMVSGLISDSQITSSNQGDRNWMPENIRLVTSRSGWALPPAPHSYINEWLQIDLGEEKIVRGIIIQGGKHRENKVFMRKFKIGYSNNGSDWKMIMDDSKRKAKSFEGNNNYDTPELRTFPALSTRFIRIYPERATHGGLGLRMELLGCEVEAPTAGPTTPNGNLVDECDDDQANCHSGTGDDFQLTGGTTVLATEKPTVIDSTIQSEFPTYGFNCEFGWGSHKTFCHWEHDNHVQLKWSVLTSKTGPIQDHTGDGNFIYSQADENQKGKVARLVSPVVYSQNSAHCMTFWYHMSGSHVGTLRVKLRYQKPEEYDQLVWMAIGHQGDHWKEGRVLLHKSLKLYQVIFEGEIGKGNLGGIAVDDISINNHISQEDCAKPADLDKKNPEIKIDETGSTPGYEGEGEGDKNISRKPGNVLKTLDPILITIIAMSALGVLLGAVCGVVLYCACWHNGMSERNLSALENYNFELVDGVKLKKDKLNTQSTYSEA
FAS TE block: FAS thioesterase (human) inhibition | recombinant FAS-TE, OMFH fluorogenic substrate, fluorescence endpoint | AID 602261 | 360,000 tested, 0.67% active | inhibition, % at 15 µM | P49327;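 active = compounds whose normalised, plate-corrected inhibition of enzyme fluorescence in the single-dose primary screen is 50% or more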;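 note: 0% = DMSO with enzyme and 100% = substrate without enzyme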
E coli Lon inh: inhibits E. coli Lon protease | P0A9M0 | 360,000 tested, 0.42% active | purified E. coli Lon protease, fluorescence polarization | inhibition, % at 7.94 µM | AID 602123; in the data active = inhibition above about 13%, passing the limit was not always enough;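 note: 0% = enzyme with probe and DMSO and 100% = no enzyme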
MsrA act: activators of bovine methionine sulfoxide reductase A | 360,000 tested, 0.3% active | purified bovine MsrA, absorbance read-out | activation, % at 10.6 µM; in the data active = activation above about 7.5%;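 note: 0% = vehicle and 100% = reference activator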
Neddyl block: cullin neddylation inhibition | 360,000 tested, 0.58% active | TR-FRET cullin neddylation, biochemical | P61081+Q13564 | calls only at 25 µM; in the data active = inhibition above about 36%
SKN-1 block: C. elegans SKN-1 inhibition. C. elegans VP596 Pgst-4::GFP/RFP ratio, acrylamide-induced, 24 h. inhibition, % at 21.8 µM. 360,000 tested, 0.49% active. AID 624304;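 active = interference check ratio from 0.5 to 1.5 plus GFP to RFP signal ratio inhibition reaching or exceeding a fixed threshold, cut at about 30% in these data, passing the limit was not always enough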; note: some compounds called inactive have numbers as strong as hits
Rin1 Abl inh: inhibitors of human Rin1-Abl protein interaction; 360,000 tested, 0.4% active; TR-FRET Rin1/Abl binding, biochemical; inhibition, % at 7.35 µM; in the data active = inhibition above about 5%, passing the limit was not always enough
MT1-MMP act inh: blocks activation of human MT1-MMP. P50281. HT1080 RFP-PRO-GFP cells, GFP/RFP ratio fluorescence, overnight; percent of plate control window, DMSO zero. GFP/RFP ratio change, % at 20 µM. 360,000 tested, 0.061% active. AID 651647;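 active = GFP/RFP ratio change of at least 30% with cell ATP level not reduced by more than half and red fluorescence within 50% of control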; note: strong numbers were not always called active
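Assay system: HT1080 RFP-PRO-GFP cells | Dosing: 20 µM single dose, 1% DMSO | Incubation: Cells overnight before dosing, compound overnight, 37 °C, 5% CO2 | Evaluation: GFP/RFP fluorescence ratio | Control set: DMSO-only wells and HT1080 RFP-L50D-GFP cell wells as references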
MLLE-PAM2 inh: blocks PAM2 peptide binding to the PABP1 MLLE domain | AID 588489 | inhibition, % at 20 µM | GST-MLLE / FITC-PAM2 fluorescence polarization | 360,000 tested, 0.36% active | P11940; in the data active = inhibition above about 35%, passing the limit was not always enough;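 note: plate controls were DMSO wells with GST-MLLE for no effect and wells lacking GST-MLLE protein for full effect; some results filed as inactive read as strong as hits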
Numbers without * were called inactive; i = inactive; nt = no result given. Outcome played no part in choosing rows; overall some 4% were active at least once.

item	SMILES	CendR NRP1 mod	FAS TE block	E coli Lon inh	MsrA act	Neddyl block	SKN-1 block	Rin1 Abl inh	MT1-MMP act inh	MLLE-PAM2 inh
1	COc1cc(/C=N/Nc2ncc(C(F)(F)F)cc2Cl)cc(OC)c1OC	-17	19	-2	-11	i	3	0	8	-12
2	O=C1/C(=C/c2cccnc2)Oc2cc(OS(=O)(=O)c3ccc(Cl)cc3)ccc21	0	0	6	-1	i	-3	1	-7	-1
3	CCCOc1ccc(C2(C(=O)O)CCCC2)cc1	2	-10	0	4	i	-27	-2	5	2
4	O=C(O)CNC(=O)C1(N2C(=O)c3ccccc3C2=O)CCCC1	10	-4	-6	-2	i	18	1	1	0
5	CC(=O)c1ccc(NC(=O)Nc2ccccc2)cc1	-8	2	-9	-4	i	26	1	-4	-1
6	COc1ccccc1C(CNC(=O)c1ccc(S(=O)(=O)N2CCCCC2)cc1)N(C)C (configuration not stated)	16	-4	-6	-4	i	-2	2	-1	7
7	CCN(CC)S(=O)(=O)c1ccc2oc(C(=O)N3CCOCC3)c(C)c2c1	-11	-6	-6	-5	i	-4	-1	7	-11
8	CC(C)CCNC(=O)CSc1nnc(-c2ccc(S(=O)(=O)N3CCCC3)cc2)n1C	13	-5	1	-2	i	-1	-1	2	-2

Results in sequence from the entries so far:
E coli Lon inh for nos. 1–8, in order: -2, 6, 0, -6, -9, -6, -6, 1
MT1-MMP act inh for nos. 1–8, in order: 8, -7, 5, 1, -4, -1, 7, 2

Later entries
item	SMILES	CendR NRP1 mod	FAS TE block	E coli Lon inh	MsrA act	Neddyl block	SKN-1 block	Rin1 Abl inh	MT1-MMP act inh	MLLE-PAM2 inh
9	CC1CC(C)CN(S(=O)(=O)c2ccccc2[N+](=O)[O-])C1 (configuration not stated)	-9	22	-2	0	i	5	2	1	13
10	O=C(CSc1nnc(-c2ccccc2Cl)o1)N1CCOCC1	0	-1	2	-2	i	3	0	-1	-1
11	Cc1ccc(S(=O)(=O)N2CCCCC2)cc1C(=O)Nc1ccccn1	2	2	-5	-2	i	-7	-3	-1	2
12	CN1CCCC(CN2c3ccccc3Sc3ccccc32)C1 (configuration not stated)	1	-3	-6	-2	i	-4	-1	-4	-15
13	CCOc1ccccc1N(C(=O)c1snc(C(N)=O)c1N)C(C(=O)NC1CCCC1)c1cccs1 (configuration not stated)	8	10	-4	-4	i	-3	0	-2	59*
14	COC(=O)c1ccc2nc(-c3ccc(Cl)cc3)c(Cc3ccccc3OC)n2c1	-36	-12	-13	0	i	4	4	-7	8
15	CC(C)COP(=O)(CNC(=O)CN1C(=O)c2ccccc2S1(=O)=O)OCC(C)C	0	-13	0	-5	i	0	-4	-2	7
16	O=C(NCCc1ccccc1)C1CCC(CNS(=O)(=O)c2cccs2)CC1 (configuration not stated)	-1	-2	-1	-3	i	6	1	-1	5
17	C=CCN1CN(S(=O)(=O)c2cccs2)c2nc3ccccc3nc21	-41	-3	7	-4	i	11	-3	1	-15
18	Cc1ccc(SCC(=O)NC(=O)NCc2ccco2)c(C)c1	4	2	-2	3	i	-1	-2	1	14
19	Cc1cccc(C2NC(c3cccc(C)c3)C([N+](=O)[O-])C(C)(C)C2[N+](=O)[O-])c1 (configuration not stated)	6	28	1	-5	i	-8	-2	-13	-5
20	CCN1C(=NCCCCO)N[C@@H](c2cccc(C(F)(F)F)c2)C(C(=O)OC)=C1C	-1	-12	9	-1	i	19	1	-2	-127
21	Cc1ccccc1N1CCN(C2=NC(=O)/C(=C/c3cn[nH]c3-c3ccccc3)S2)CC1	-10	-9	-5	-12	i	9	2	1	-3
22	COc1ccccc1-c1cc(C(=O)N2CCOCC2)no1	0	-5	-1	-2	i	-3	-1	0	3
23	COc1cc(/C=C2\SC(=O)NC2=O)ccc1Oc1ccc([N+](=O)[O-])cn1	-20	-2	-2	-5	i	18	-1	nt	-11
24	O=C(CCc1ccccc1)Nc1ccc(NC(=O)c2ccco2)nc1	-5	-2	-4	-5	i	-6	-2	10	-8
25	NS(=O)(=O)c1ccc(NC(=O)/C=C/c2ccc(S(=O)(=O)NCc3ccco3)cc2)cc1	4	0	1	-11	i	6	2	3	-2
26	COC(=O)c1scc(C)c1NS(=O)(=O)c1ccc(NC(C)=O)cc1	-4	-7	-3	-3	i	-8	1	0	1
27	O=C(NCC1CCCCC1)c1ccc([N+](=O)[O-])cc1	6	16	4	-4	i	9	0	1	-7
28	Cc1ccc(S(=O)(=O)NCC(=O)NCC(=O)NC(C)c2ccccc2Br)cc1C (configuration not stated)	-12	1	5	-3	i	8	4	7	-2
29	O=C(NCc1cccnc1)c1cccc(-c2cc3ccccc3oc2=O)c1	2	8	0	-3	i	5	-6	3	2
30	C/C(=N\NC(=O)c1ccoc1C)c1cccnc1	1	-9	-3	-1	i	0	0	1	5
31	COc1cc(S(=O)(=O)N2CCCCC2)ccc1NC(=O)c1ccncc1	1	-3	-7	-1	i	-18	0	-3	-1
32	Cc1ccc(C(=O)OCC(=O)c2ccc(S(=O)(=O)N3CCCCC3)cc2)o1	-2	12	-5	-3	i	4	3	-1	1
33	Cc1coc2cc3oc(=O)c(CCC(=O)O)c(C)c3cc12	14	-6	-3	-11	nt	11	-4	-6	4
34	COc1ccc(N(C)C2=NS(=O)(=O)c3ccccc32)cc1	-14	-7	0	0	i	10	2	-6	-10
35	CC(C)(C#CC(O)(c1ccccc1)c1ccccc1)N1CCCC1	-8	-8	2	0	i	0	1	0	0
36	CC(=O)N1CCC2(CC1)C(C#N)=C(N)Oc1c2sc2nc(C)cc(C)c12	-11	-2	-4	-2	i	15	-1	-7	7
37	CCC1(CC)NC(=O)N(CC(=O)OCC(=O)Nc2sccc2C#N)C1=O	-8	-9	-2	-3	i	7	0	0	1
38	COc1cccc(-c2nc(-c3ccc(NC(=O)c4ccncc4)cc3)no2)c1	-6	1	-5	0	i	7	-4	8	-3
39	Cc1nnc(N/N=C/c2ccccc2C(F)(F)F)n1N	0	-7	-2	5	i	-1	0	2	12
40	CCN(c1ccccc1)S(=O)(=O)c1cc(C(=O)O)ccc1C	-7	-4	2	-2	i	12	0	5	-12

Next part; it opens with the 2 that closed the last part.
item	SMILES	CendR NRP1 mod	FAS TE block	E coli Lon inh	MsrA act	Neddyl block	SKN-1 block	Rin1 Abl inh	MT1-MMP act inh	MLLE-PAM2 inh
39	Cc1nnc(N/N=C/c2ccccc2C(F)(F)F)n1N	0	-7	-2	5	i	-1	0	2	12
40	CCN(c1ccccc1)S(=O)(=O)c1cc(C(=O)O)ccc1C	-7	-4	2	-2	i	12	0	5	-12
41	CN1CCn2cnc(C(=O)N3CCN(c4ccccc4)CC3)c2C1=O	5	-7	3	-2	i	-2	0	0	-3
42	CC1(c2ccccc2)NC(=O)N(CC#N)C1=O (configuration not stated)	-5	-4	1	-1	i	7	3	0	-5
43	CCOC(=O)C1C(O)=CC(=O)CC1c1ccccc1 (configuration not stated)	-10	-12	-13	-3	i	1	1	2	3
44	CCN(CC(=O)Nc1ccc2c(c1)OCCO2)CC(=O)Nc1ccccc1C(F)(F)F	-5	-2	-1	-2	i	2	1	-1	13
45	CN1\C(=C/C=C/C=C/C=[N+](C)C)C(C)(C)c2ccccc21	-261	-13	-130	-4	i	90	-7	-9	-100
46	Cc1cc2c(c(=O)o1)C(CCC1CCCCC1)C(C#N)=C(N)O2 (configuration not stated)	-174	6	-72	-6	i	12	-5	-27	-79
47	CCOC(=O)c1cnc(-c2ccccc2)nc1N1CC(C)OC(C)C1 (configuration not stated)	-7	-3	10	-5	i	11	2	-5	-4
48	CCN(c1ccccc1)S(=O)(=O)c1cccc(C(=O)N(C)CC(=O)Nc2ccc(F)c(F)c2F)c1	12	8	10	2	i	16	-1	-1	-5
49	Cc1ccccc1-c1cc(C(=O)NCc2ccc3c(c2)OCO3)nn1CC1CC(c2cccc([N+](=O)[O-])c2)=NO1 (configuration not stated)	-8	21	-10	-4	i	2	3	7	-7
50	C[C@@H]1CN([C@H](C)CO)C(=O)CCCn2cc(nn2)CO[C@H]1CN(C)C(=O)Nc1cccc(F)c1	0	-8	-9	-2	i	-1	-1	-2	6
51	CC(C)(C)OC(=O)N(Cc1ccccc1)Cc1ccccc1OCc1cccc(NC(=O)C2CC2)c1	-4	18	-3	-1	i	3	2	-10	9
52	COC(=O)c1cc2oc(C)cc2n1CC(=O)N(C)c1ccccc1	-7	-4	-3	-1	i	11	2	2	3
53	N#CCC(=O)Nc1ccc(C(=O)NNC(=O)CCN2CCN(c3ccccc3)CC2)cc1	11	-6	-21	-1	i	11	1	-1	-2
54	Cn1c(=O)n(C)c2cc(/C=N/NC(=O)c3ccc(Cl)cc3Cl)ccc21	-1	-3	-5	-3	i	7	1	11	-17
55	COc1ccc(NC(=S)NC(NC(=O)C(C)C)C(Cl)(Cl)Cl)c([N+](=O)[O-])c1 (configuration not stated)	-2	-15	-4	-10	i	0	-8	6	25
56	COc1ccccc1N1N=C(c2cccs2)CC1c1ccccc1 (configuration not stated)	-4	28	-15	-3	nt	8	0	-8	-9
57	CCCN(C(=O)c1cc(S(=O)(=O)N(C)c2ccc(OCC)cc2)ccc1C)C1CCS(=O)(=O)C1 (configuration not stated)	5	-1	-12	-1	i	8	0	-3	-13
58	Oc1ccc(-c2nc(-c3ccc(O)c(O)c3)cs2)cc1	1	-8	9	-2	i	-24	1	13	-3
59	CN(Cc1ccc(F)cc1)C(=O)c1sccc1-c1ccccc1	4	10	0	-2	i	9	-3	-3	6
60	CCCn1c(SCC(=O)/C(C#N)=C(\C)N)n[nH]c1=O	-7	-10	1	-7	i	-3	5	4	-14
61	CCN(C(=O)C(C)OC(=O)c1nn(-c2ccccc2C(F)(F)F)cc1O)c1ccccc1 (configuration not stated)	-5	-3	-8	4	i	4	4	0	2
62	COc1ccc(C(C)(C)C)cc1NC(=O)C1CC(=O)N(C2CCCC2)C1 (configuration not stated)	12	8	-14	-7	i	-11	2	2	-7
63	O=C(NC1CCCCC1)C(c1ccncc1)N(Cc1ccccc1)C(=O)c1ccc(-c2ccccc2)[nH]1 (configuration not stated)	-4	17	-3	-13	i	-4	1	-47	13
64	Cc1noc(C)c1COC(=O)CCCNC(=O)c1ccc(Cl)cc1	1	-7	-7	0	i	3	3	1	19
